PDI turbidity – inhibitors of human protein disulfide isomerase | PDI insulin aggregation turbidity, A650, 90 min | AID 588391 | 350,000 compounds, 0.052% hits | inhibition, % at 10 µM | P07237;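 active = mean inhibition across replicates of 30% or more, whatever share of single replicates reach that level; inconclusive = mean inhibition below 30% while every single replicate reaches 30%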;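 also: absorbance from insulin aggregation driven by PDI reduction with DTT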
Target sequence (P07237 whole entry, looked up): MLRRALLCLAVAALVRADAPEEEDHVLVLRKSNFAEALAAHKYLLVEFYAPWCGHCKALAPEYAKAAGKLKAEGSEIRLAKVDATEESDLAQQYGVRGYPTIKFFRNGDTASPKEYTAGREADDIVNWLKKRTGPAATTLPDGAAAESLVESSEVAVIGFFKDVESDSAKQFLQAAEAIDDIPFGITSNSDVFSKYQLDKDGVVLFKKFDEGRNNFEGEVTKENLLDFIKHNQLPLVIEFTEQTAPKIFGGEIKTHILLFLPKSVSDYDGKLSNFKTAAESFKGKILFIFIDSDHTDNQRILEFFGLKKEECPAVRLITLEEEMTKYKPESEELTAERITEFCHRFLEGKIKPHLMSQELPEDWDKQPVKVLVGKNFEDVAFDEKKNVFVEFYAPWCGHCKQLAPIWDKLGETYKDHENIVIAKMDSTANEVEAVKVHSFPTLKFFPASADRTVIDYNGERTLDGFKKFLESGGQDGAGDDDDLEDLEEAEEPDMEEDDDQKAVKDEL
MITF TRPM1 inh – inhibitors of MITF-driven TRPM1 promoter in melanoma cells | SK-MEL-5 TRPM1 promoter luciferase, 24 h | inhibition, % at 12.5 µM | 330,000 compounds, 0.83% hits | AID 488899;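 active = mean inhibition across replicates of 60% or more, whatever share of single replicates reaches that level; inconclusive = some that reach 60%, reason not given; inactive = mean inhibition across replicates below 60%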; also: values of inactives mirror those of a sister screen read the other way
CaV13 FRET inh – Primary screen for inhibitors of IQ motif and Ca2+-dependent inactivation inhibitor domain binding in CACNA1D, Förster resonance energy transfer in living cells, …; AID 743397; HEK cells, CFP/YFP FRET ICDI-IQ, plate reader, 10 min; percent FRET-ratio fall versus neutral wells; inhibition, % at 12.3 µM; 340,000 compounds, 0.098% hits;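 active = mean replicate inhibition of at least 30% and at least 1% of replicates passing that level; inconclusive = only one of the two criteria is met; inactive = neither criterion is met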;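 also: 0% = median of the neutral control wells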
Shn3 inh set2 – Schnurri-3 reporter inhibition in Clone20 osteoblasts. Clone20 osteoblast Shn3 3'UTR firefly luciferase, 24 h. inhibition, % at 12.5 µM. 360,000 compounds, 0.52% hits. AID 588674;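 active = mean inhibition of at least 75% with every replicate also reaching 75%; inconclusive = mean inhibition at least 75% but some replicate below; inactive = mean inhibition below 75%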;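 also: 0% = median of neutral control wells and 100% = pilot-screen positive control compound; some compounds past the cut are filed as inactive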
HIF-2a inh – blocks HIF-2a reporter activity; 786-0 RCC cells HIF-2a reporter, luciferase luminescence, overnight; 360,000 compounds, 0.72% hits; inhibition, % at 18.8 µM;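 active = inhibition of the luminescence signal of 40% or more relative to plate controls, in a single-dose primary screen at 18.75 µM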
CF NFkB inh – cystic fibrosis NF-kB activation inhibition; inhibition, % at 5 µM; AID 588850; KKLEB NF-kB-GFP reporter, PAF-induced, GFP fluorescence overnight; 360,000 compounds, 0.86% hits;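 active = at least 50% inhibition at 5 µM, scaled per plate between neutral and stimulator controls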;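 also: PAF is a Pseudomonas aeruginosa culture filtrate used as stimulus; plate controls were PAF-stimulated DMSO wells for no effect and unstimulated DMSO wells for full effect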
Vif imaging – blocks HIV Vif function; AID 602346; inhibition, % at 7.49 µM; 340,000 compounds, 0.35% hits; HEK293T cells, Vif self-association by quenched fluorescence, imaging, 24 h; in the data active = inhibition above about 50%, passing the limit was not always enough; inconclusive = no clear call, values can overlap the other calls; inactive = below about 31%; also: some results filed as inactive read as strong as hits
Peg3 prom inh – inhibitors of Peg3 promoter. HeLa PEG-Prom luciferase reporter, luminescence, overnight. inhibition, % at 20 µM. 360,000 compounds, 1.7% hits. AID 588405;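 active = inhibition of at least 50% at 20 µM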
NR2E3 ag-1 – agonists of human nuclear receptor NR2E3; GST-NR2E3/biotin-RetCOR TR-FRET, 1536-well; inhibition of corepressor binding, % at 4.78 µM; 320,000 compounds, 0.12% hits; AID 2300;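 active = percent inhibition above the cutoff of mean plus 3 SD of all tested compounds, set per screening campaign, cut at about 20% in these data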;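 also: 0% = DMSO wells and 100% = biotin wells as full block of FRET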
Target sequence (Q9Y5X4 whole entry, looked up): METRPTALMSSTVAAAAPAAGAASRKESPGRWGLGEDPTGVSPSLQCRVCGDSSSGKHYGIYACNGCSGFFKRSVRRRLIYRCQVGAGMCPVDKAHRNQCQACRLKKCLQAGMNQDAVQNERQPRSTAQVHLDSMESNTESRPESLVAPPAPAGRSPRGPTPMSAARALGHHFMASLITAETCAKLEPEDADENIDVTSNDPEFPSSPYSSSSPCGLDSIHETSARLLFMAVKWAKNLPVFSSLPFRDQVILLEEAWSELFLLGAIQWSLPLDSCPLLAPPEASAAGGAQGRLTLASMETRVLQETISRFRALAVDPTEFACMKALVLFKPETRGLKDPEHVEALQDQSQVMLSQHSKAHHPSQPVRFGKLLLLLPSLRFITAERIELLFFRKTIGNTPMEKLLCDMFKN
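Format: 1536-well format; test system: GST-NR2E3 and biotin-RetCOR proteins; read-out basis: percent inhibition of TR-FRET ratio; timing: 5 h incubation at 4 °C; detection: time-resolved FRET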
NR2E3 ag-2 – activates human NR2E3 receptor | CHO-S Gal4-NCOR/VP16-NR2E3 two-hybrid, luciferase | inhibition of corepressor binding, % at 3.98 µM | 360,000 compounds, 0.35% hits | AID 602229;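 active = inhibition above the mean of all tested compounds plus 3 SD, cut at about 70% in these data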;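 also: 0% = DMSO with NR2E3 transfected cells and 100% = cells lacking NR2E3 construct; higher means lower luciferase signal from less NR2E3 corepressor binding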
KKLEB tox – reduces viability of KKLEB cystic fibrosis airway cells | AID 602141 | activity change (cytotoxicity), % at 5 µM | KKLEB CF airway cells viability, ATPlite luminescence, overnight; active compounds read low; cells stimulated with P. aeruginosa culture filtrate | 360,000 compounds, 0.36% hits;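 active = corrected activity change at or below -50% at 5 µM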
Starred values were filed as active, the others as inactive; ? = inconclusive; · = not tested or not shown.

SMILES | PDI turbidity | MITF TRPM1 inh | CaV13 FRET inh | Shn3 inh set2 | HIF-2a inh | CF NFkB inh | Vif imaging | Peg3 prom inh | NR2E3 ag-1 | NR2E3 ag-2 | KKLEB tox
COc1ccc(NC(=O)CNC(c2ccccc2)c2ccccc2)cc1Cl | 10 | 10 | -2 | 7 | 8 | -8 | 5 | 17 | -1 | -39 | 2
O=c1[nH]cnc2c1ncn2C1CCC(CO)O1 (stereo unspecified) | · | · | -9 | -7 | -28 | 5 | 5 | -9 | · | -11 | -12
CCN(CC)S(=O)(=O)c1ccc(O)c(C(=O)OCC(=O)Nc2cc(C)c(C)cc2[N+](=O)[O-])c1 | 0 | -4 | -9 | 0 | 8 | -9 | -7 | 9 | 2 | -21 | 0
Cc1ccc2c(c1)N(CC(=O)NC(C)CCc1ccccc1)C(=O)c1cccnc1O2 (stereo unspecified) | · | 12 | -11 | -8 | 15 | 10 | -9 | 17 | 7 | -8 | 4
COc1ccc(N2C(=O)/C(=C/c3ccc([N+](=O)[O-])cc3)C=C2c2ccccc2)cc1 | 2 | 49 | -8 | 2 | 7 | 6 | 1 | -26 | 2 | 13 | -13
COc1ccc(CCNC(=O)CCCn2c(=S)[nH]c3cc4c(cc3c2=O)OCO4)cc1OC | -1 | · | -11 | 21 | 12 | 23 | · | 10 | · | 1 | -8
Cc1cccc(C)c1NC(=S)NN1CCN(C)CC1 | 5 | 6 | -5 | -5 | 0 | 9 | -2 | 2 | 1 | -12 | 0
C[C@H](CO)N1C[C@H](C)[C@@H](CN(C)C(=O)Nc2ccccc2F)Oc2ncc(Br)cc2C1=O | 2 | · | -7 | 1 | 12 | -14 | · | 4 | · | -16 | -6
C(=C\c1ccccc1)/CN1CCN(C(c2ccccc2)c2nnnn2-c2ccc3c(c2)OCCO3)CC1 (stereo unspecified) | · | · | -6 | 31 | -11 | 17 | -7 | 30 | · | -3 | -18
O=C(COc1ccc(Cl)cc1Br)NC1CC1 | -1 | -45 | -7 | -40 | -184 | -6 | 4 | -127 | 0 | -16 | 22
Cc1cc(C)c(C#N)c(SCC(=O)Nc2c(C)n(C)n(-c3ccccc3)c2=O)n1 | 5 | 3 | -5 | -4 | 15 | 21 | 7 | 10 | · | 0 | -1
Cc1ccc(NC(=O)COc2ccccc2)c(NC(=O)c2ccccc2C)c1 | -8 | 1 | -6 | 1 | 14 | -4 | 1 | 23 | 5 | -9 | 4
Cc1cc(C)c(C)c(S(=O)(=O)Nc2ccccc2N2CCOCC2)c1C | 2 | 4 | -6 | 15 | 10 | 19 | -11 | 23 | · | 15 | 3
CC1(C)C(=O)Nc2ccccc2N1C(=O)COC(=O)COc1cccc(C(F)(F)F)c1 | 2 | 9 | -3 | -1 | 2 | -1 | -4 | 1 | 0 | 8 | 12
C=CCOc1ccc2cccc(/C=N/NC(=O)c3cc4cc([N+](=O)[O-])ccc4s3)c2c1 | 10 | 13 | -5 | -8 | 17 | 2 | 3 | 19 | 2 | -20 | 9
O=C(CCC1CCCN(Cc2ccncc2)C1)NCc1ccc(F)c(F)c1 (stereo unspecified) | 7 | -1 | -2 | -4 | 14 | -14 | -3 | 4 | 4 | -39 | -16
CCOC(=O)N1CCC(NC(=O)CCC(=O)N2CC(C)Oc3ccc(Cl)cc32)CC1 (stereo unspecified) | -3 | 1 | · | -6 | 10 | -6 | 2 | 3 | 0 | -16 | 8
CCN(CC)CCN(C(=O)C1=COCCO1)c1nc2cc3c(cc2s1)OCO3 | -1 | -6 | -5 | 13 | -15 | -7 | -14 | -18 | -3 | -8 | 0
Cc1cccc(C2c3[nH]c4ccccc4c3CCN2C(=O)c2ocnc2C)n1 (stereo unspecified) | 1 | 16 | -5 | 4 | 12 | 6 | 4 | 23 | 2 | 9 | 1
COc1ccc(C(=O)CSc2nnc(NC(=O)C3CC(=O)N(c4cccc(OC)c4)C3)s2)cc1 (stereo unspecified) | -13 | 0 | -5 | 3 | 11 | -8 | 1 | 6 | 1 | 10 | 0
COc1ccc(-c2cc(C(=O)NCc3ccco3)c3ccccc3n2)cc1OC | -2 | -8 | -5 | -5 | -4 | -23 | -7 | 24 | -1 | -12 | -24
COc1ccccc1N(C(=O)c1ccco1)C(C(=O)NC1CCCCC1)c1cc(OC)c(OC)c(OC)c1 (stereo unspecified) | 1 | -12 | -4 | 24 | 9 | 4 | -4 | 8 | -1 | -29 | -12
CC1(C)CC(NC(=O)C2CCC(=O)N(C3CC3)C2)CC(C)(C)C1 (stereo unspecified) | -3 | -6 | -2 | 9 | 3 | 6 | 3 | 11 | 3 | 1 | 7
Nc1ncc(Br)cc1S(=O)(=O)N1CCCCCC1 | 3 | 0 | -14 | -3 | 12 | 27 | -3 | 10 | 2 | -24 | -12
O=C(Nc1ccc(Cl)c([N+](=O)[O-])c1)c1ccco1 | 4 | -17 | -6 | -33 | -78 | -2 | 24 | -53 | -1 | -33 | 1
Cc1csc(NC(=O)c2ccc3nc[nH]c3c2)n1 | -6 | -20 | -7 | -6 | -98 | -14 | 4 | -128 | 0 | -104 | 2
O=C(CC(=O)Nc1ccccc1[N+](=O)[O-])Nc1ccccc1[N+](=O)[O-] | -2 | 8 | -19 | -22 | 11 | -5 | 3 | 8 | 0 | -5 | -2
CC1CN(CCOc2ccccc2-c2ccccc2)CC(C)O1 (stereo unspecified) | 11 | 4 | -3 | -4 | 9 | 10 | -7 | 16 | 3 | 7 | 1
COc1cc(OC)cc(-c2nnc(Nc3nc4c(F)cccc4s3)o2)c1 | -6 | 7 | · | 18 | 72* | 7 | 3 | -18 | -1 | 25 | -1
Cc1ccc(NC(=O)c2oc3ccccc3c2NC(=O)C2CCCO2)cc1C (stereo unspecified) | -1 | -102 | -2 | -119 | -346 | -18 | -16 | -298 | 4 | -21 | 12
O=C(NCC(=O)N1CCN(C/C=C/c2ccccc2)CC1)c1ccc(OC(F)F)cc1 | -4 | -6 | -15 | 19 | 4 | 3 | -3 | 28 | 1 | 18 | 2
Cc1ccc(C(O)c2ncc(-c3ccccc3Cl)[nH]2)c(C)c1 (stereo unspecified) | -3 | · | -7 | 2 | -36 | 3 | · | -25 | · | -38 | 0
O=C(O)/C=C/c1cn(-c2ccccc2)nc1-c1cccc([N+](=O)[O-])c1 | -7 | 17 | -15 | 23 | 22 | -2 | -2 | 19 | -3 | -12 | -3
Cc1cccc(NC(=O)Oc2ccc(Cl)c3cccnc23)c1 | -9 | · | -6 | 3 | -206 | 35 | 0 | -185 | · | -77 | -31
NC(=O)Cc1nc(-c2ccccc2)cs1 | -1 | 2 | -4 | -8 | -11 | -11 | 0 | 0 | -2 | -9 | 4
CSc1nc(=S)n(-c2cc(C)ccc2C)c(C)c1C(C)=O | 9 | 6 | -4 | 5 | 11 | 9 | -6 | -9 | -2 | -35 | 1
CCN(CC)S(=O)(=O)c1ccc(Cl)c(NC(=O)c2ccc(C#N)cc2)c1 | 11 | 5 | 13 | 3 | 5 | -8 | 4 | 9 | -2 | 14 | -4
COc1ccc(-c2csc(NC(=O)Cc3ccccc3F)n2)c(OC)c1 | 9 | -11 | -3 | 18 | -79 | -13 | -1 | -33 | 4 | 13 | 8
CCOc1cc(/C=C(\C(=O)O)c2ccc(S(=O)(=O)N3CCCC3)s2)ccc1OC | 0 | -2 | -6 | -18 | -35 | 15 | ? | -41 | 3 | -1 | -10
CC(=O)c1cc(C(c2csc(C(C)=O)c2)c2csc(C(C)=O)c2)cs1 | -2 | 10 | -5 | 14 | 3 | 1 | 2 | 5 | -2 | -24 | 5

Part of the list above, reformatted:
Values run as follows: PDI turbidity	MITF TRPM1 inh	CaV13 FRET inh	Shn3 inh set2	HIF-2a inh	CF NFkB inh	Vif imaging	Peg3 prom inh	NR2E3 ag-1	NR2E3 ag-2	KKLEB tox
Cc1cccc(NC(=O)Oc2ccc(Cl)c3cccnc23)c1
 : -9	·	-6	3	-206	35	0	-185	·	-77	-31
NC(=O)Cc1nc(-c2ccccc2)cs1
 : -1	2	-4	-8	-11	-11	0	0	-2	-9	4

(further entries)
SMILES | PDI turbidity | MITF TRPM1 inh | CaV13 FRET inh | Shn3 inh set2 | HIF-2a inh | CF NFkB inh | Vif imaging | Peg3 prom inh | NR2E3 ag-1 | NR2E3 ag-2 | KKLEB tox
N#Cc1ccc(NC(=O)Cn2cnc(S(=O)(=O)N3CCc4ccccc43)c2)cc1 | 5 | 13 | -2 | 1 | 19 | -31 | -4 | 2 | 0 | -28 | 7
O=C(CCc1nc(-c2ccccc2F)no1)Nc1ccc(Oc2ccccc2)cc1 | ? | 8 | · | 58 | 6 | 11 | -12 | 16 | 2 | 12 | -7
CC(CCc1ccccc1)NC(=O)CN1CCOc2ccccc21 (stereo unspecified) | · | · | -3 | 9 | 7 | -2 | -1 | -1 | -1 | -26 | 0
CCCOc1ccc(F)cc1-c1cc(C(=O)NC(C)C)[nH]n1 | -2 | · | -9 | 4 | -2 | -67 | -3 | -8 | · | 0 | 5
CCCc1nc2ccc(Br)cn2c1Cc1cccc(Cl)c1 | · | · | -4 | -1 | -28 | -1 | · | -49 | · | -30 | 14
CN(C)CCNc1ccc(Cl)cc1[N+](=O)[O-] | 5 | 2 | -5 | 1 | 9 | 10 | 3 | 7 | -2 | -12 | 3
N=C1C(c2ccccc2)=C(O)CN1c1cccc(S(N)(=O)=O)c1 | 13 | 1 | 5 | -2 | 8 | 8 | 18 | 18 | 3 | 5 | -8
CCOC(=O)C1=C(C)Nc2nc(SCc3cccnc3)nn2C1c1ccc(OC)cc1 (stereo unspecified) | · | -3 | -11 | 12 | 14 | -3 | 2 | 7 | 2 | -13 | 10
Cc1ccc(N2CC(=O)Nc3c(oc4nc(-c5ccccc5)cc(C)c34)C2=O)cc1 | -7 | 8 | -4 | 13 | 15 | 9 | -17 | 25 | -2 | -26 | -2
Cn1ncc([N+](=O)[O-])c1C(=O)Nc1ccccc1C#N | 12 | · | -9 | 6 | 26 | 3 | 3 | 6 | · | -29 | -1
O=C(CSc1nnc(-c2ccccc2)o1)NCC1CCCCC1 | 7 | 1 | -8 | -29 | -11 | 10 | 2 | 22 | 2 | -18 | -1
COc1ccccc1NC(=O)C1CCCCN1S(=O)(=O)c1ccc(F)cc1 (stereo unspecified) | 8 | -5 | -6 | 18 | 13 | 4 | -1 | 28 | -3 | -7 | 5
Cn1c(=O)c2c(SCC(=O)Nc3cccc(F)c3)nc(-c3ccco3)nc2n(C)c1=O | 14 | 8 | -7 | -4 | 10 | -16 | -2 | 21 | -2 | -9 | 10
Nc1nc(SCc2ccccc2)cc(SCc2ccccc2)n1 | 12 | -54 | -17 | -75 | -215 | -8 | 0 | -303 | · | -99 | -4
COc1ccc(-c2c(C#N)c(N)n(N)c(=O)c2C#N)cc1Cl | 7 | 5 | -2 | -3 | 30 | 6 | -4 | 16 | -2 | 0 | 10

Compound activity (PubChem BioAssay)
